AMA1 RON2 block: qHTS for Inhibitors of AMA1-RON; Towards Development of Antimalarial Drug Lead: Primary Screen; Plasmodium falciparum AMA1 (3D7) - RON2 peptide interaction; AlphaScreen AMA1-biotinylated RON2 peptide binding; Potency, µM (top dose mostly 58.2 µM), for inactives: at the highest dose activity change, negative = inhibition, usual class: inhibitors; 360,000 tested, 0.2% active; AID 720542, 2013;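 further: potency means the concentration at half of the fitted maximal effect; 0% = vehicle wells and -100% = peptide control; nearly all actives have a fitted effect of over 45% in size; some results filed as inactive show a strong effect at the top dose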
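AMA1 (3D7) with his tag at 25 nM final met compounds first, then biotinylated RON2 peptide at 25 nM; detection used donor plus acceptor beads, 10 µg/mL apiece, read by AlphaScreen after 30 min at room temperature.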
HCMV antiviral: qHTS Assay for inhibitors of the human cytomegalovirus (HCMV); 410,000 tested, 4.5% active; AID 1259415, 2018; HFF cells, HCMV-luciferase reporter, 72 h; hits give low values; activity change, negative = inhibition, % at 57.5 µM; in the data active means activity change below about -60%; inconclusive means no clear call, values can overlap the other calls; inactive means above about -39%
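Compounds were evaluated in HFFs infected with an HCMV luciferase reporter virus (MOI 1 PFU/cell). Luciferase in lysates collected 72 h post infection served as the replication measure.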
AmpC inh detg: qHTS Inhibitors of AmpC Beta-Lactamase (assay with detergent) | Potency, µM (doses to about 114 µM), without a hit: top-dose activity change, negative = inhibition, hits mostly inhibitors | AmpC hydrolysis of nitrocefin, absorbance 480 nm, 0.01% Triton | 370,000 tested, 0.041% active | AID 485294, 2010;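 further: potency means the concentration at half of the fitted maximal effect; 0% = no-compound wells and -100% = no-enzyme wells; nearly all actives have a fitted effect of over 25% in size; some results filed as inactive show a strong effect at the top dose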
Target sequence (P00811 whole entry, looked up): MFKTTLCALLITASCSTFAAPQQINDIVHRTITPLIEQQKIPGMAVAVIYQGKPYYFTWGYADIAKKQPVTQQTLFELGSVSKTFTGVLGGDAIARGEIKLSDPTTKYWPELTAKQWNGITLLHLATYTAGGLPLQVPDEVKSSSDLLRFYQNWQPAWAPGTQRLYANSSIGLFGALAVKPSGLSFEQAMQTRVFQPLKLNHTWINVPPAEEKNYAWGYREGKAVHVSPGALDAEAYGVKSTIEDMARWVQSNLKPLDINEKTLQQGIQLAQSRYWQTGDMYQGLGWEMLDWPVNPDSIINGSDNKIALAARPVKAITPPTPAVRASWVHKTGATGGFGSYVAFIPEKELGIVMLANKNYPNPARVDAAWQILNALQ
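AmpC (5.3 nM in the dispensed reagent) in 20 mM phosphate pH 7.0 with 0.01% (detergent screen) or 0.0001% Triton X-100 was preincubated with compounds for 15 min at room temperature. Nitrocefin was then added from an 800 uM solution, and hydrolysis was followed at 480 nm.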
Sm TGR inh: qHTS Assay for the Inhibitors of Schistosoma Mansoni Peroxiredoxins. Schistosoma mansoni thioredoxin glutathione reductase (TGR), Q962Y6. purified TGR, DTNB reduction, TNB absorbance 405 nm. Potency, µM (highest dose often 114 µM), without a hit: top-dose activity change, negative = inhibition, hits mostly inhibitors. 360,000 tested, 3% active. AID 485364, 2010; further: potency means the concentration at half of the fitted maximal effect; nearly all actives have a fitted effect of over 60% in size
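Kinetic colorimetric format: TGR-catalysed, NADPH-driven DTNB reduction monitored via TNB absorbance. Enzyme dispensed at 20 nM; compound exposure 15 min at room temperature before reaction start.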
HCV inhibitor: qHTS Assay for Inhibitors of Hepatitis C Virus (HCV); 340,000 tested, 3.4% active; Potency, µM (highest dose often 41.8 µM), for the others: top-dose activity change, negative = inhibition, usual class: inhibitors; Huh7.5.1 HCVcc-Cre infection, luciferase reporter, 44 h; further: potency means the concentration at half of the fitted maximal effect
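Cells seeded at 1,000/well and cultured 4 h, then compounds added followed by HCVcc-Cre virus (~0.5 moi). After 44 h further culture, luciferase substrate was added, plates held 15 min at room temperature, and luminescence read for 15 sec.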
Giardia FBPA inh: qHTS Assay for Inhibitors of Fructose-1,6-bisphosphate Aldolase from Giardia Lamblia; AID 2451, 2010; 290,000 tested, 0.71% active; purified Giardia FBPA; A8B2U2; Potency, µM (doses to about 59.6 µM), for inactives: top-dose activity, negative = inhibition, most hits filed as inhibitors; further: potency means the concentration at half of the fitted maximal effect; nearly all actives have a fitted effect of over 55% in size
Target sequence (A8B2U2 whole entry, looked up): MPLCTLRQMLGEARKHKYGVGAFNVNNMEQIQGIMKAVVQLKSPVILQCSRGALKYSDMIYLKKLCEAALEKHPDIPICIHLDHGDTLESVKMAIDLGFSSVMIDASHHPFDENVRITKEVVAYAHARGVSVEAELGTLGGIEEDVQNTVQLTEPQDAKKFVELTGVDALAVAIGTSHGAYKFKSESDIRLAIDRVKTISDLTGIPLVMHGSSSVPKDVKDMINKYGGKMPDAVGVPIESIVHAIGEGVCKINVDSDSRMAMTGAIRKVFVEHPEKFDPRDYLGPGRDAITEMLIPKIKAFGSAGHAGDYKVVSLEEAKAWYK
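40 nM FBPA preincubated 10 min at RT with compound (up to 57.5 uM final), then substrate plus GAPDH/TPI/NAD/arsenate coupling and diaphorase/resazurin added. Fluorescence read after 20 min at RT, 525/598 nm.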
Active calls of the source: *; & = joins results of further samples; [ ] = dose if it differs, or a comment. Unless noted, the call rests on the fitted dose curve; in most records, active means well fitted curve in the direction sought with a large enough effect; inconclusive means small, poorly fitted or top-dose-only effect, or another doubt; inactive means no such curve, though single readings can be large; an effect the other way counts as inactive or inconclusive. Unless noted, on the % scale 0 is the no-effect control and ±100 the full control effect.

For COc1ccccc1C(=O)NCC(=O)N/N=C(\C)Cc1ccccc1 the results were AMA1 RON2 block 0%, HCMV antiviral -30, AmpC inh detg -11%, Sm TGR inh 4%, HCV inhibitor -2% and Giardia FBPA inh -2%.
For O=C(C=Cc1ccccc1)c1c[nH]c2ccccc2c1=O the results were AMA1 RON2 block 16%, HCMV antiviral -77* and HCV inhibitor 11µM*.
`CC1CCCC(NC(=O)COC(=O)COc2ccc(C#N)cc2)C1C` (configuration not stated) gave AMA1 RON2 block -11%, HCMV antiviral 23 and HCV inhibitor 0%.
Screening c1ccc(CCCCN2CCN=C2Nc2ccccc2)cc1 returned AMA1 RON2 block -12%, HCMV antiviral -22, AmpC inh detg -4%, Sm TGR inh -12% and HCV inhibitor -12%.
Screening Cc1ccc2c(c1)cc1c(=O)n(CC(=O)NCCCc3ccccc3)nc(C)n12 returned AMA1 RON2 block 11%, HCMV antiviral -17, AmpC inh detg 2%, Sm TGR inh -8% and HCV inhibitor -9%.
`COc1ccc(C(=O)C2CCCN(Cc3ccc(C)s3)C2)c(OC)c1` (configuration not stated) gave AMA1 RON2 block inconclusive, HCMV antiviral -38, AmpC inh detg -5%, Sm TGR inh 0%, HCV inhibitor inconclusive and Giardia FBPA inh -9%.
For CCCOC1CCCN(C(=O)c2cc(Cl)c(Cl)cc2C(=O)O)C1 (configuration not stated) the results were AMA1 RON2 block -1%, HCMV antiviral 47, AmpC inh detg -5%, Sm TGR inh -20%, HCV inhibitor 14% and Giardia FBPA inh 11%.
`COc1cc(CC(=O)OCC(=O)NC(C)c2ccccc2)cc(OC)c1OC` (configuration not stated) gave AMA1 RON2 block -12%[11.6 µM], HCMV antiviral -10 and HCV inhibitor 27%.
For COc1ccc(OC)c(NC2=NCCS2)c1 the results were AMA1 RON2 block -3%, HCMV antiviral -3, AmpC inh detg -1%, Sm TGR inh 0%, HCV inhibitor 13% and Giardia FBPA inh 3%.
For CCCn1c(SCC(=O)NC(C)(C)C)nnc1C(C)C the results were AMA1 RON2 block 7%, HCMV antiviral -13, AmpC inh detg -8%, Sm TGR inh -1%, HCV inhibitor 5% and Giardia FBPA inh 2%.
For c1ccc2nc(N3CCNCC3)ccc2c1 the results were AMA1 RON2 block 1%&-6%, HCMV antiviral 28&-39&-27, AmpC inh detg 0%, Sm TGR inh -30%, HCV inhibitor inconclusive and Giardia FBPA inh 1%.
CC(C)(C)C(=O)CSc1nc2ccccc2o1 was read as AMA1 RON2 block 11%, HCMV antiviral -16, AmpC inh detg -2%, Sm TGR inh 10%, HCV inhibitor -1% and Giardia FBPA inh 1%.
For CCOc1ccc(Nc2nc(N)nc(CN(C)C3CCCCC3)n2)cc1 the results were AMA1 RON2 block -24%, HCMV antiviral 26, AmpC inh detg -20%, Sm TGR inh 5%, HCV inhibitor -19% and Giardia FBPA inh -15%.
`COc1ccc(/C=C/C(=O)Nc2ccc3c(c2)CCC3)cc1OC` gave AMA1 RON2 block -1%, HCMV antiviral -32, AmpC inh detg inconclusive, Sm TGR inh 2%, HCV inhibitor inconclusive and Giardia FBPA inh 1%.
For CC(C)(C)OC(=O)C[C@@H]1C/C=C\C[C@@H](CC(=O)N(CCO)Cc2ccccc2)C(=O)N2CCC[C@@H]2COC1=O the results were AMA1 RON2 block -7%, HCMV antiviral 5 and HCV inhibitor 5%.

The closing 2 compounds of the section above open the next one:
`COc1ccc(/C=C/C(=O)Nc2ccc3c(c2)CCC3)cc1OC` gave AMA1 RON2 block -1%, HCMV antiviral -32, AmpC inh detg inconclusive, Sm TGR inh 2%, HCV inhibitor inconclusive and Giardia FBPA inh 1%.
For CC(C)(C)OC(=O)C[C@@H]1C/C=C\C[C@@H](CC(=O)N(CCO)Cc2ccccc2)C(=O)N2CCC[C@@H]2COC1=O the results were AMA1 RON2 block -7%, HCMV antiviral 5 and HCV inhibitor 5%.
Oc1ccc(Oc2ncc(Cl)cc2Cl)cc1 was read as AMA1 RON2 block 4%, HCMV antiviral 13, AmpC inh detg 6%, Sm TGR inh -4%, HCV inhibitor 7% and Giardia FBPA inh 0%.
Screening OC(c1ccccc1)(c1ccccc1)c1nccc2ccccc12 returned AMA1 RON2 block 24%, HCMV antiviral -14 and HCV inhibitor 9%.
Screening COCCN1C(=O)N(C)[C@@H](c2ccccc2)C(C(C)=O)=C1C returned AMA1 RON2 block -4%, HCMV antiviral -6, AmpC inh detg 2%, Sm TGR inh -33%, HCV inhibitor -6%[8.37 µM] and Giardia FBPA inh 1%[12.9 µM].
For CCC(=O)N(Cc1ccc(S(N)(=O)=O)cc1)C1CC(=O)N(c2ccccc2)C1=O (configuration not stated) the results were AMA1 RON2 block -1%, HCMV antiviral 0, AmpC inh detg -1%, Sm TGR inh -16%, HCV inhibitor 14% and Giardia FBPA inh 4%.
`CCNS(=O)(=O)c1ccc(NC(=O)c2cncc(Br)c2)cc1` gave AMA1 RON2 block 9%[2.32 µM], HCMV antiviral inconclusive, AmpC inh detg inconclusive, Sm TGR inh -5%, HCV inhibitor 7% and Giardia FBPA inh 1%.
For CCOC(=O)c1c(-c2ccc(C)s2)csc1NC(=O)c1ccco1 the results were AmpC inh detg -22%, Sm TGR inh 3% and Giardia FBPA inh 0%.
For CCC(C)Sc1nc2c(c(=O)[nH]c(=O)n2C)n1CC(O)COc1cccc2ccccc12 (configuration not stated) the results were AMA1 RON2 block 2%, HCMV antiviral 91, AmpC inh detg -14%, Sm TGR inh -7%, HCV inhibitor 15% and Giardia FBPA inh -15%.
Screening CCS(=O)(=O)N1CCN(S(=O)(=O)c2ccc(F)cc2)CC1 returned AMA1 RON2 block -7%, HCMV antiviral -10, AmpC inh detg -6%, Sm TGR inh -1%, HCV inhibitor -3% and Giardia FBPA inh 2%.
For Brc1ccccc1-c1nnc(CSc2nnnn2-c2ccccc2)o1 the results were AMA1 RON2 block 21%, HCMV antiviral -23, AmpC inh detg inconclusive, Sm TGR inh -9%, HCV inhibitor -4% and Giardia FBPA inh 7%.
`COC(=O)c1sccc1NC(=S)Nc1ccc(F)cc1` gave AMA1 RON2 block 58%[activator], HCMV antiviral inconclusive, AmpC inh detg -5%, Sm TGR inh inconclusive, HCV inhibitor 32%[activator] and Giardia FBPA inh -10%.
Screening Cc1ccnc(NC(=O)CCCc2c[nH]c3ccccc23)c1 returned AMA1 RON2 block -8%, HCMV antiviral -101*, AmpC inh detg -11%, Sm TGR inh 53%[activator] and HCV inhibitor -14%.
Screening CC(C)OC(=O)c1sc2nc(-c3ccccc3)ccc2c1N returned AMA1 RON2 block 40%[activator], HCMV antiviral inconclusive, AmpC inh detg inconclusive, Sm TGR inh 15%, HCV inhibitor 6% and Giardia FBPA inh -4%.
Screening CCN(C(=S)NCc1ccccc1)c1cccc2ccccc12 returned AMA1 RON2 block 14%, HCMV antiviral -7, AmpC inh detg 2%, Sm TGR inh -7%, HCV inhibitor inconclusive and Giardia FBPA inh 4%.
For Cc1c(Cl)cccc1NC(=O)CSCc1cc(=O)[nH][nH]1 the results were AMA1 RON2 block -1%, HCMV antiviral -4, AmpC inh detg -6%, Sm TGR inh -20%, HCV inhibitor 3% and Giardia FBPA inh -4%.
Screening Cc1ccc(C(=O)N2CCN(Cc3ccccc3)CC2)o1 returned AMA1 RON2 block -17%, HCMV antiviral 37, AmpC inh detg -6%, Sm TGR inh -14%, HCV inhibitor 21% and Giardia FBPA inh -7%.
Screening CC(C)OCCCNc1ncc2c(n1)CC(c1ccccc1)CC2=O (configuration not stated) returned AMA1 RON2 block -3%, HCMV antiviral -17, AmpC inh detg -3%, Sm TGR inh inconclusive, HCV inhibitor -19% and Giardia FBPA inh inconclusive.
`O=C(CN1c2ccccc2Sc2ccccc21)N/N=C/c1ccc(Cl)cc1Cl` gave AMA1 RON2 block 3%, HCMV antiviral 17, AmpC inh detg 5%, Sm TGR inh 3%, HCV inhibitor inconclusive and Giardia FBPA inh -2%.
For O=[N+]([O-])c1cccnc1N1CCC(c2cc(-c3cccc(C(F)(F)F)c3)n[nH]2)CC1 the results were AMA1 RON2 block -25%, HCMV antiviral -30, AmpC inh detg -7%, Sm TGR inh 4%, HCV inhibitor inconclusive and Giardia FBPA inh -1%.
Screening O=C(NCCC1=CCCCC1)C1COc2ccccc2O1 (configuration not stated) returned AMA1 RON2 block 11%, HCMV antiviral 53, AmpC inh detg -8%, Sm TGR inh -34%, HCV inhibitor -6% and Giardia FBPA inh 4%.
CCc1ccccc1NC(=O)c1ccc2c(c1)N(Cc1cc(C)ccc1C)C(=O)c1ccccc1S2(=O)=O was read as HCMV antiviral 12, AmpC inh detg -10% and Sm TGR inh -3%.
COc1cccc(/C=N/Nc2cc(N3CCOCC3)ncn2)c1O was read as AMA1 RON2 block -41%, HCMV antiviral -99*, AmpC inh detg 1%, Sm TGR inh 3%, HCV inhibitor inconclusive and Giardia FBPA inh 19%.
`CS(=O)(=O)N(C(=O)NC(=O)NC1CCS(=O)(=O)C1)C1CCCCC1` (configuration not stated) gave AMA1 RON2 block 2%, HCMV antiviral -18, AmpC inh detg inconclusive, Sm TGR inh 0%, HCV inhibitor 15% and Giardia FBPA inh 8%.
CC1=C(c2ccc(C(C)C)cc2)S(=O)(=O)NC1=NCCCN1CCN(c2ccccc2F)CC1 was read as HCMV antiviral 15, AmpC inh detg 1% and Sm TGR inh 2%.
`O=C(COC(=O)c1ccc2c(c1)C(=O)N(CCc1ccccc1)C2=O)Nc1ccc(OC(F)F)cc1` gave AMA1 RON2 block -2%, HCMV antiviral 10, AmpC inh detg inconclusive, Sm TGR inh -4%, HCV inhibitor 8% and Giardia FBPA inh -1%.
`Cc1ccc(CNC(=O)Cn2cccc2C(=O)c2ccccc2C)cc1` gave AMA1 RON2 block -4%, HCMV antiviral 25&41, AmpC inh detg 9%&0%, Sm TGR inh 0%&-1%, HCV inhibitor -11% and Giardia FBPA inh -2%.
Cc1cc(NCc2ccco2)nc2cc(O)ccc12 was read as AMA1 RON2 block 26%, HCMV antiviral -1, AmpC inh detg inconclusive, Sm TGR inh -2%, HCV inhibitor 9% and Giardia FBPA inh -5%.
N#CCSc1nnc(SCC#N)s1 was read as AMA1 RON2 block 12%, HCMV antiviral -22, AmpC inh detg inconclusive, Sm TGR inh -25%, HCV inhibitor -1% and Giardia FBPA inh 6%.
Screening COc1ccc(OC)c(CN2CCN(CCc3ccccc3)C(CCO)C2)c1 (configuration not stated) returned AMA1 RON2 block 5%, HCMV antiviral -18, AmpC inh detg -1%, Sm TGR inh -7%, HCV inhibitor -17% and Giardia FBPA inh 5%.
CCOc1ccccc1NC(=O)c1ccc(S(=O)(=O)N2CCCCC2)cc1 was read as AMA1 RON2 block -18%, HCMV antiviral 50, AmpC inh detg inconclusive, Sm TGR inh -5%, HCV inhibitor -19% and Giardia FBPA inh -2%.

Screening data as filed in PubChem.
